HIV RNase H inh: HIV-1 RT RNase H inhibitors, primary screen, biochemical, fluorescence. RT-RNase H RNA/DNA duplex cleavage. AID 565, 2006. inhibition, % at 10 µM. hit rate 1.9% among 65,000. Gag-Pol polyprotein (Human immunodeficiency virus type 1 group M subtype B (isolate …; in the data active = inhibition above about 50%
RmlCD inh mix: RmlC and RmlD coupled enzyme inhibitors, primary screen, biochemical, 384-well, compound mixtures, retest; AID 1532, 2009; hit rate 0.39% among 110,000; RmlC/RmlD coupled enzyme inhibition, 384-well mixture HTS; inhibition, % at 5.5 µM; in the data active = inhibition above about 30%, passing the limit was not always enough; inconclusive = no clear call, values can overlap the other calls; also: strong numbers were not always called active
* = called active by the depositor; ? = inconclusive; . = not tested or not shown.

item	structure	HIV RNase H inh	RmlCD inh mix
1	CNC(=O)COC(=O)c1cc(F)c(F)cc1Cl	-11.3	-7.0
2	Cc1ccc(S(=O)(=O)N2CCC(=O)N(CCO)CC2)cc1	.	12.7
3	CC(C)(C)C(=O)Cn1c(NCCO)nc2ccccc21	.	5.3
4	Oc1ccc(/C=N/NC2=NCCCCC2)c(O)c1	.	7.4
5	COc1ccc(-c2nn(C)c(=O)c3ccccc23)cc1CNS(C)(=O)=O	-21.4	7.8
6	CCO[C@@H]1OC(C(=O)N2CCN(Cc3ccc4c(c3)OCO4)CC2)=C[C@H](c2ccc(C(F)(F)F)cc2)[C@H]1CCCO	.	-1.5
7	CN(C)/C=N/c1sccc1C(N)=O	-1.7	-7.7
8	Cc1cccc(C(=O)O/N=C/c2c(N3CCOCC3)n(C)c3ccccc23)c1	.	4.1
9	COCCN1CCc2c(C)nc3c(-c4ccc(OC)c(OC)c4)cnn3c21	.	9.5
10	CCCCN(C(=O)CCC(=O)Nc1cc(C)on1)C(C(=O)NC(C)(C)C)c1cccc(OC)c1OC (centres undefined)	.	-2.8
11	Cc1cc(NC(=O)CSc2nnc(-c3c[nH]c4ccccc34)n2-c2ccc(Cl)cc2)no1	.	5.8
12	Cc1csc2nc(CNS(=O)(=O)N(C)C)cn12	-8.6	5.5
13	CCCC(=O)Nc1ccc2c(c1)nc(CN1CCCC1)n2C	.	5.8
14	O=C(Nc1ccc2c(c1)OCO2)c1cccc(S(=O)(=O)N2CCCC2)c1	-28.9	-10.9
15	O=C1NCC(COCc2ccco2)O1 (centres undefined)	-7.1	12.2
16	CCc1ccc(NC(=O)c2noc3c2CCC3)cc1	.	1.1
17	O=C(Nc1ccc2c(c1)nc1n2CCOC1)c1ccccc1	-5.2	-10.8
18	O=C(c1ccco1)N(CCC(c1ccccc1)c1ccco1)Cc1ccco1 (centres undefined)	.	4.3
19	CCOc1ccc(NC2c3ccccc3C(=O)N2Cc2ccc3c(c2)OCO3)cc1 (centres undefined)	.	99.0
20	C#CCOCCOCCOCCNc1nc(N2CCN(C(=O)Cn3cc(CC(C)O)nn3)CC2)nc(N2CCN(C(=O)[C@H](C)n3cc(CCCN=C(N)N)nn3)CC2)n1 (some centres undefined)	.	1.4

Looked up one by one from the list above (5):
item	structure	HIV RNase H inh	RmlCD inh mix
15	O=C1NCC(COCc2ccco2)O1 (centres undefined)	-7.1	12.2
16	CCc1ccc(NC(=O)c2noc3c2CCC3)cc1	.	1.1
13	CCCC(=O)Nc1ccc2c(c1)nc(CN1CCCC1)n2C	.	5.8
11	Cc1cc(NC(=O)CSc2nnc(-c3c[nH]c4ccccc34)n2-c2ccc(Cl)cc2)no1	.	5.8
20	C#CCOCCOCCOCCNc1nc(N2CCN(C(=O)Cn3cc(CC(C)O)nn3)CC2)nc(N2CCN(C(=O)[C@H](C)n3cc(CCCN=C(N)N)nn3)CC2)n1 (some centres undefined)	.	1.4

Further entries follow.
item	structure	HIV RNase H inh	RmlCD inh mix
21	O=C(NCc1ccco1)C1CCCN(S(=O)(=O)c2cccc3nonc23)C1 (centres undefined)	2.2	-2.8
22	O=C(O)CSc1nnc(-c2ccc(S(=O)(=O)N3CCCC3)cc2)n1Cc1ccco1	-5.9	7.4
23	CCC1CCCCN1C(=O)COC(=O)c1n[nH]c2ccccc12 (centres undefined)	.	-2.4
24	O=C(CC1SC(=NC2CCCCC2)NC1=O)Nc1ccccc1 (centres undefined)	-13.1	6.6
25	Cc1cccc(NC(=O)Cc2noc3ccccc23)c1	.	-9.7
26	CCOC(=O)c1c(N2C(=O)C3CC(C)=C(C)CC3C2=O)sc(C)c1C (centres undefined)	.	5.6
27	O=C(N/N=C/c1ccc(N2CCOCC2)c([N+](=O)[O-])c1)c1ccc(F)cc1	.	-11.3
28	C=CCC(CC=C)(C(=O)O)c1ccccc1	-0.5	-12.7
29	CCOC(=O)C1CCN(C(=O)COc2ccc(S(=O)(=O)NC(C)C)cc2)CC1	-3.4	3.6
30	Cc1ccc(-n2c(SCC(=O)OC(C)C)nnc2-c2ccco2)cc1	-10.5	-9.5
31	COc1ccc(-c2nc(SCC(=O)Nc3nccs3)c(-c3ccc(Cl)cc3)[nH]2)cc1	.	14.8
32	COc1cc(-c2ccc(NC(=O)c3ccc(C)cc3)c(OC)c2)ccc1NC(=O)c1ccc(C)cc1	.	?
33	COc1ccc(N2C(=O)C3CCCN3C2c2ccccc2Cl)cc1 (centres undefined)	-12.7	5.8
34	Cn1c(=O)cc(N2CCOCC2)[nH]c1=O	.	-12.2
35	O=C(Nc1nc(-c2cccs2)c(-c2ccccc2)s1)c1ccco1	-28.9	-3.6
36	CCOc1cccc(OCCCCN2CCOCC2)c1	-4.0	-6.6
37	Cc1cc(C(=O)N2CCN(S(C)(=O)=O)CC2)sc1-c1ccccc1	13.5	-0.5
38	Cc1cc(N/C(=N\S(=O)(=O)c2ccc(Cl)cc2)c2ccc(F)cc2)no1	-18.3	-5.9
39	COc1ccc(CC(=O)NCc2ccccn2)cc1OC	6.4	-9.8
40	O=C(NCC(c1cccnc1)N1CCN(c2ccccc2)CC1)OCc1ccccc1 (centres undefined)	-28.4	-227.2
41	Cc1ccc(S(=O)(=O)N(CC(=O)NCc2ccncc2)C2CCCCC2)cc1	-9.3	-4.4
42	O=C(Nc1ccccc1Cl)C1CCN(Cc2cnn(-c3ccccc3)c2-n2cccc2)CC1	.	-5.4
43	CCSc1ccc2nnc(-c3ccc(F)cc3)n2n1	-36.0	-4.1
44	Nc1c(NCc2ccccc2)c2ccccc2oc1=O	-4.0	10.9
45	Cc1c(C(=O)N2CCCCCC2)oc2ccccc12	-19.3	3.3
46	Cc1cccc(NC(=O)C2CCCN2C(=O)OCC(C)C)c1 (centres undefined)	-6.6	-0.5
47	CCOC(=O)N1CCC(Nc2ncnc3c2cnn3-c2ccc(Cl)cc2)CC1	0.5	-12.5
48	Cc1nn2c(C)c(C(=O)Nc3ccccc3)cnc2c1C#N	.	-2.0
49	CC(CCc1ccccc1)NC(=O)C1CCN(S(=O)(=O)N2CCCCC2)CC1 (centres undefined)	-4.8	-11.7
50	O=C1CN(C(=O)c2ccccc2)c2ccccc2N1	-8.8	7.1
51	COc1ccccc1N(CC(=O)NCc1ccccc1)S(C)(=O)=O	-9.5	-10.2
52	CCOC(=O)CN1NC2(CCCCC2)NC1=S	.	2.1
53	CC(NS(=O)(=O)c1ccccc1)C(c1cccs1)N1CCN(c2ccccc2)CC1 (centres undefined)	-0.3	-2.2
54	N#CCSc1nnc(-c2ccc(S(=O)(=O)N3CCOCC3)cc2)n1CC1CCCO1 (centres undefined)	-0.6	10.2
55	CCOc1ccc(C(NC(=O)c2ccco2)c2ccc(OC)c(OC)c2)cc1 (centres undefined)	.	6.4
56	COC(=O)[C@H](CCSC)NC(=O)NCc1ccc(S(N)(=O)=O)cc1	-2.1	-8.6
57	COc1cc(C(=O)N2CCN(S(=O)(=O)c3ccc(C)cc3)CC2)ccc1OCc1c(C)noc1C	-8.5	-8.1
58	N#Cc1c(NC2CCCCC2)nc(-c2ccco2)c2c1CCCC2	.	-131.2
59	Cc1ccc(C)n1NC(=O)c1cccs1	4.5	-7.2
60	COc1cc(CNn2nnnc2N)ccc1OCc1c(Cl)cccc1Cl	.	-10.9

Complete entries, looked up by structure. Values in the order: HIV RNase H inh	RmlCD inh mix
CC(NS(=O)(=O)c1ccccc1)C(c1cccs1)N1CCN(c2ccccc2)CC1 (centres undefined) reads -0.3	-2.2
Cc1ccc(C)n1NC(=O)c1cccs1 reads 4.5	-7.2
N#CCSc1nnc(-c2ccc(S(=O)(=O)N3CCOCC3)cc2)n1CC1CCCO1 (centres undefined) reads -0.6	10.2
COc1cc(CNn2nnnc2N)ccc1OCc1c(Cl)cccc1Cl reads .	-10.9

(continued)
item	structure	HIV RNase H inh	RmlCD inh mix
61	CCOCCn1c(COc2ccccc2)nc2ccccc21	-9.5	-5.9
62	CCCOc1ccc(N2C(=O)CC(N3CCOCC3)C2=O)cc1 (centres undefined)	1.9	7.8
63	COc1cc(C)c(C)cc1S(=O)(=O)N1CCN(Cc2ccccc2)CC1	-28.7	-2.9
64	Cn1c2c(c(=O)n(C)c1=O)C(c1ccc(O)cc1)Nc1ccccc1O2 (centres undefined)	-4.3	.
65	CC(C)NC(=O)c1onc(CSc2ccc(Cl)cc2)c1C(=O)NC(C)C	.	13.6
66	CN1CC[C@@H](c2ccc(F)cc2)[C@H](COc2ccc3c(c2)OCO3)C1	.	-15.2
67	CCOC(=O)C1=C(C)NC(SCC(N)=O)=C(C#N)C1c1ccncc1 (centres undefined)	-9.1	-9.6
68	Cc1ccc(-n2c(Cn3cnc4ccccc43)nnc2SCC(=O)O)cc1	1.3	7.6
69	O=C(CSc1nc2ccccc2[nH]1)NC(=O)NCc1ccco1	-3.2	-12.5
70	O=C(O)c1cccc(NC(=O)c2cccc(NC(=O)C3CCCO3)c2)c1 (centres undefined)	-5.4	-6.6
71	CC(C)=CCc1c(O)ccc(C2COc3c(CC=C(C)C)c(O)cc(O)c3C2=O)c1O (centres undefined)	.	-3.3
72	COC(=O)c1ccc2c(=O)n(CC3CCCO3)c(=S)[nH]c2c1 (centres undefined)	0.2	-9.7
73	COc1ccccc1CNC(=O)c1ccccc1OC	.	3.0
74	COc1cc(C(c2sc3nc(C)nn3c2O)N2CCN(c3ccccc3)CC2)cc(OC)c1OC (centres undefined)	-5.2	-14.8
75	CC(=O)Nc1c2c(nn1-c1ccc(C)cc1C)CSC2	-1.1	5.4
76	Cc1sc2nc3c(C(=O)N4CCN(c5ncccn5)CC4)cccn3c(=O)c2c1C	-0.2	.
77	CCCCCc1ccc(CC(=O)O)cc1	-8.3	.
78	CC(C)C(C(=O)NCc1ccco1)N(C(=O)CNS(=O)(=O)c1ccccc1)C1CCCC1 (centres undefined)	2.6	-3.8
79	CCOC(=O)CNC(=O)C(Cc1ccccc1)NS(=O)(=O)c1ccc2c(c1)CCC(=O)N2 (centres undefined)	-5.2	-13.0
80	Cc1ccc2c(c1)c1c(n2C)-c2[nH]ncc2CC1	.	-33.9
81	CCc1cccc2c(SC(C)C(=O)NCC3CCCO3)nc(-c3ccccc3)nc12 (centres undefined)	.	2.9
82	CCOc1ccccc1NC(=O)c1cccc(NC(=O)c2ccco2)c1	-0.1	-4.9
83	CCNC(=S)NNC(=O)c1csc(C(C)C)c1	.	3.2
84	COCCCN(C(=O)Cn1ncc2c(=O)oc3ccc(C)cc3c21)C(C)c1ccncc1 (centres undefined)	-7.4	9.6
85	CCCc1cc(=O)[nH]c(SCC(=O)Nc2ccccc2C#N)n1	.	15.2
86	COc1ccc(CCNC(=O)c2nonc2N)cc1	.	13.0
87	COCCCn1c(SCC(=O)Nc2sc3c(c2C#N)CCCC3)nnc1-c1ccncc1	.	-13.3
88	COC(=O)C1=C(c2ccc(S(C)(=O)=O)cc2)C[C@@H]2CC[C@H]1N2C(=O)N1CCC(O)CC1	.	10.5
89	COc1cc(C(=O)N2CCC(N3CCCCCC3)CC2)cc(OC)c1OC	.	3.5
90	O=C(Cc1ccccc1)N[C@@H](Cc1ccc(O)cc1)C(=O)O	.	13.3
91	CS(=O)(=O)c1cccc(C(=O)NCc2ccc(F)cc2)c1	.	-9.2
92	CCCC(C)C(=O)Nc1nc(C)c(-c2csc(Nc3ccccc3OC)n2)s1 (centres undefined)	.	-18.1
93	CCOC(=O)C1CCN(C(=O)c2ccc(NC(=O)C3CCCO3)cc2)CC1 (centres undefined)	-8.5	2.8
94	CC1(C)CC(=O)C(C=NCCO)=C(O)C1	1.9	-14.8
95	CCOC(=O)NCc1ccc2[nH]c(C)cc2c1	6.1	.
96	O=C1CC(c2ccc(S(=O)(=O)N3CCCCC3)cc2)CN1 (centres undefined)	-9.9	10.9
97	COc1ccc(CN(C2CCCC2)S(=O)(=O)c2ccc(-n3cnnn3)c(OC)c2)cc1OC	-24.8	8.0
98	CC(C)(Oc1ccc(Cl)cc1)C(=O)NCc1ccncc1	-3.2	3.0
99	COc1ccc(C(c2nnnn2CC2CCCO2)N2CCC(C(N)=O)CC2)cc1 (centres undefined)	.	-5.9
100	COC(=O)c1sccc1Oc1ccc(F)cc1[N+](=O)[O-]	.	-9.0
101	CCCCn1c(SCC(=O)Nc2nccs2)nc2ccccc2c1=O	.	-2.7
102	Cn1ncc(Br)c1C(=O)NCc1cccs1	.	8.2
103	Cc1ccc(CNc2ccc(O)cc2)cc1	57.1*	.
104	CS(=O)(=O)c1cnc(-c2ccccc2)nc1Oc1ccc(Cl)cc1	.	12.7
105	CCN(CC(=O)Nc1ccc2c(c1)OCCO2)c1ccc(S(=O)(=O)N2CCOCC2)cn1	7.0	6.6
106	CCOC(=O)c1cc(C(=O)c2cc(F)ccc2O)coc1=N	10.3	.
107	Cc1cccc(N(C(=O)Cc2cccs2)C(C(=O)NC2CCCC2)c2ccsc2)c1 (centres undefined)	.	-0.9
108	COc1ccc(C(CC(=O)O)NC(=O)c2cccs2)cc1 (centres undefined)	-15.6	5.5
109	CCOC(=O)Cn1c(=O)oc2cc(S(=O)(=O)NCCCc3ccccc3)ccc21	-32.6	-7.2
110	Cc1ccnc(NS(=O)(=O)c2cccs2)c1	-58.8	-1.2

The listing continues:
item	structure	HIV RNase H inh	RmlCD inh mix
111	O=C(C1=C[C@H](c2ccc3c(c2)OCO3)C[C@H](OCCCCO)O1)N1CCN(Cc2ccccc2)CC1	.	3.3
112	Cc1ccccc1C(=O)Nc1nncs1	.	5.9
113	N/C(=N\OC(=O)Oc1ccccc1)c1ccc(Cl)cc1	.	0.9
114	COC(=O)C(Cc1ccccc1)NS(=O)(=O)c1ccc(F)cc1Br (centres undefined)	.	6.8
115	Cc1cccc(NC(=O)c2nc[nH]c2C(=O)N[C@@H](CC(C)C)C(=O)OC(C)(C)C)c1	.	-15.6
116	Cc1nn(Cc2ccc(Cl)c(Cl)c2)c(C)c1NC(=O)c1cc(C2CC2)on1	2.4	3.2
117	Cc1c(C)n(C(=O)CSc2nccn2C)c2ccccc12	-29.2	-14.0
118	CSC1=NCCN1C(=O)c1ccc(Br)o1	3.0	-7.8

Screens from PubChem BioAssay.

This is a subset; count on the stated rates, not on these rows.
